Compound activity as filed in PubChem BioAssay.
PKA-R1A act: activates the PKA-R1A holoenzyme complex | AID 504707 | PKA-R1A dissociation, Cy5-IP20 fluorescence polarization; scaled: DMSO 0%, 113 µM cGMP 100% | 0.083% of 340,000 active | activation, % at 11.4 µM;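 active = percent activation above the mean of all tested compounds plus 3 SD, cut at about 19% in these data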;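 also: higher means more PKAc released from R1A so a rise in polarization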
Tat export inh: E. coli Tat transport inhibition; inhibition, % at 10 µM; 0.036% of 340,000 active; E. coli MC4100 TorA-mCherry Tat export, fluorescence;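 active = mean replicate inhibition at least 50% and at least half of replicates individually reaching 50%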;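 also: exported cargo escapes ClpAP degradation while cytoplasmic cargo is degraded and loses fluorescence; 0% = median of neutral control wells and 100% = median of NaSCN control wells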
PfHsp90 set2: inhibits growth of yeast expressing Plasmodium falciparum Hsp90 | S. cerevisiae expressing PfHsp90, BacTiter-Glo ATP, 48 h; yeast lacking PDR1 and PDR3 efflux regulators | 0.32% of 310,000 active | inhibition, % at 9.4 µM;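 active = every replicate shows inhibition above about 80%, whatever the replicate mean, limit read from the data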;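 also: 0% = DMSO neutral controls and 100% = 20 µM radicicol positive controls; yeast relying on Plasmodium falciparum Hsp90 in place of its own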
MOR-DOR ag: OPRM1-OPRD1 heterodimerization agonism. P35372+P41143. cells, luminescence. activation, % at 9.3 µM. 0.3% of 340,000 active. AID 504326; in the data active = activation above about 18%;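 also: 0% = vehicle-treated cells and 100% = reference agonist; values of inactives mirror those of a sister screen read the other way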
Target sequence (P35372 whole entry, looked up): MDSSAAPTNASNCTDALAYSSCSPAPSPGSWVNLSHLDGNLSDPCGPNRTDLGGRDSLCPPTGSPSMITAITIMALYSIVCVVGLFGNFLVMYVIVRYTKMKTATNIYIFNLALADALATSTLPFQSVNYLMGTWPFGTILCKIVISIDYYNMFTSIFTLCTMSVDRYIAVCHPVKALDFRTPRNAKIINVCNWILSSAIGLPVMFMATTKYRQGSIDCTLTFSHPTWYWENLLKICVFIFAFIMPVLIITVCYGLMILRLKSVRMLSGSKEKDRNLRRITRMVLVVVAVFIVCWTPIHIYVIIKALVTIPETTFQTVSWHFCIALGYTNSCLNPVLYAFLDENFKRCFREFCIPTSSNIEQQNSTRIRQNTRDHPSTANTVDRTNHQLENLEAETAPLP
Target sequence (P41143 whole entry, looked up): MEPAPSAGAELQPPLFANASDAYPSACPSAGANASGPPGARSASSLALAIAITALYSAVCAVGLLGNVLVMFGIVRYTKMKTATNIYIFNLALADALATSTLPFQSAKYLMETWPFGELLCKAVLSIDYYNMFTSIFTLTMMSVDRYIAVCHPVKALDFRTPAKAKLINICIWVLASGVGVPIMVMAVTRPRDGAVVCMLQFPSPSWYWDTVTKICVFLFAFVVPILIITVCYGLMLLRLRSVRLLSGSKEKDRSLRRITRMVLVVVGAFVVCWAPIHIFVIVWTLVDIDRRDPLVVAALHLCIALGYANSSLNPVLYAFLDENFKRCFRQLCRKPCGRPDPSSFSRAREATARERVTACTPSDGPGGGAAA
AddAB inh: less growth of phage-infected E. coli with AddAB | E. coli expressing H. pylori AddAB, absorbance growth | inhibition, % at 11.9 µM | 0.29% of 330,000 active; in the data active = inhibition above about 12%;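 also: 0% = vehicle wells of infected cells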
Ecoli viability: reduces bacterial viability in AddAB counter-screen | E. coli V3065 growth, OD600 absorbance, 18 h | inhibition, % at 11.9 µM | 0.27% of 330,000 active;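 active = inhibition above the campaign's mean inhibition across all tested compounds plus 3 SD, cut at about 9.9% in these data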;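 also: uninfected addAB+ strain grown without phage in ampicillin broth; 0% = DMSO wells and 100% = ciprofloxacin 0.95 µg/ml wells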
Mot1-301 SUMO: inhibitors of SUMOylation pathway: yeast Mot1-301 growth rescue. S. cerevisiae Mot1-301 growth rescue, ATP luminescence, 38.5C; percent above DMSO median, 100 means doubled. growth rescue, % at 18.8 µM. 1% of 320,000 active;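 active = every valid replicate shows activation above 250% relative to neutral control wells; inactive = the rest, any valid replicate at or below 250%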;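 also: OY570 slx delta 5 strain wells were the positive control but not used for scaling; some compounds called inactive have numbers as strong as hits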
Arrestin-AP2 inh: blocks beta-arrestin peptide binding to AP2 adaptin; FITC-arrestin peptide / GST-AP2 beads, flow cytometry; AP2 beta2 appendage carries R879A mutation; inhibition, % at 10 µM; 0.31% of 340,000 active;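 active = inhibition above a set limit, near 3 SD of compounds lacking own fluorescence, cut at about 54% in these data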;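 also: plate controls were DMSO wells for no effect and 5 µM unlabelled arrestin peptide for full effect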
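test system = AP2 appendage R879A on GSH beads | buffer or medium = PBS plus Tween 20 (0.05%) and BSA (0.1%) | incubation = 12 min plus 1 h, RT | detection = bead flow cytometry, FITC channel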
DSG3 Ab inh: human desmoglein-3 autoantibody binding inhibition; AID 588358; P32926; DSG3-coupled beads, scFv-anti-DSG3-GFP binding, flow cytometry; hits give low values; 0.48% of 310,000 active; binding (percent of control), % at 10 µM;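 active = binding more than 3 SD below its plate's average and above zero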;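 also: hits lower antibody fragment binding to DSG3; some compounds called inactive have numbers as strong as hits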
OPRM1-OPRD1 inv: inverse agonist of human OPRM1-OPRD1 heterodimerization; inhibition, % at 9.3 µM; cell-based MOR-DOR heterodimer luminescence, inverse agonism; AID 504357; P35372+P41143; 0.21% of 340,000 active; in the data active = inhibition above about 22%, passing the limit was not always enough;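 also: 0% = cells with DMSO and 100% = wells without cells with DMSO; values of inactives mirror those of a sister screen read the other way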
phage Ecoli inh: E. coli growth loss with phage present. inhibition, % at 11.9 µM. growth absorbance. 0.26% of 360,000 active; in the data active = inhibition above about 11%
* hit, by the source's call; i = inactive; x = not tested or not shown.

Screens by letter: A = PKA-R1A act; B = Tat export inh; C = PfHsp90 set2; D = MOR-DOR ag; E = AddAB inh; F = Ecoli viability; G = Mot1-301 SUMO; H = Arrestin-AP2 inh; I = DSG3 Ab inh; J = OPRM1-OPRD1 inv; K = phage Ecoli inh
#1 Cc1ccc(OCC(O)CNCc2ccccc2)cc1C (stereo unspecified)
  A = -1; B = 9; C = -10; D = 5.1; E = -0.3; F = 0.5; G = 16; H = -6; I = x; J = -25; K = 1.5

#2 CN(C)c1nc(NCc2ccccc2)nc(SCC(=O)Nc2ccccc2)n1
  A = 4; B = 7; C = -15; D = 5.7; E = 2.1; F = -0.6; G = -5; H = -19; I = 104; J = -33; K = 4.0

#3 O=C(COC(=O)c1ccc(Br)o1)Nc1ccc2[nH]c(=O)[nH]c2c1
  A = -1; B = -7; C = 5; D = -1.3; E = -1.8; F = 0.1; G = -3; H = -1; I = x; J = 5; K = 3.1

#4 CCN(CC)S(=O)(=O)c1ccc(O)c(NC(=O)c2ccc(N3CCOCC3)c([N+](=O)[O-])c2)c1
  A = -2; B = 0; C = -5; D = -2.1; E = 2.2; F = 0.6; G = 0; H = 35; I = 96; J = 11; K = 3.3

#5 N/C(=N\OC(=O)Cc1ccccc1[N+](=O)[O-])c1ccccn1
  A = 0; B = 6; C = 6; D = -0.1; E = 1.9; F = 0.5; G = -4; H = 33; I = 98; J = 0; K = 4.4

#6 CCOC(=O)/C(C#N)=C/c1cc2cc(C)c(C)cc2nc1Cl
  A = -6; B = -2; C = 4; D = -0.2; E = -0.3; F = -0.2; G = -28; H = 28; I = 84; J = 1; K = 1.2

#7 CCOC(=O)CSc1cc(CSc2ccccc2)nc(-c2ccccc2)n1
  A = 1; B = 4; C = x; D = -1.6; E = 1.2; F = -3.1; G = 5; H = -4; I = x; J = 8; K = 0.6

#8 COc1cc2c(cc1OC)CN(CC(=O)Nc1ccccc1SC)CC2
  A = -6; B = -8; C = x; D = -1.0; E = -0.8; F = -3.3; G = 27; H = 39; I = 127; J = 5; K = 0.6

#9 CCCCNS(=O)(=O)c1ccc(NC(=O)C(Sc2ccccc2)c2ccccc2)cc1 (stereo unspecified)
  A = -4; B = -6; C = 15; D = 5.2; E = 1.3; F = 1.7; G = 46; H = 11; I = 98; J = -27; K = 0.9

#10 C/C(=N\NC(=O)c1ccc(COc2ccccc2)cc1)c1ccncc1
  A = 3; B = -10; C = -10; D = 2.5; E = 4.5; F = -0.6; G = i; H = 9; I = 80; J = -13; K = 2.4

#11 Cc1ccccc1NC(=O)/C(C#N)=C\c1cc(C)n(-c2ccc(C(=O)O)cc2)c1C
  A = -4; B = 9; C = 4; D = -2.1; E = -0.6; F = -0.9; G = 0; H = -10; I = 96; J = 11; K = 2.1

#12 Oc1ccc(-c2csc(Nc3ccccn3)n2)c(O)c1
  A = -2; B = 4; C = -26; D = 2.9; E = 0.8; F = -2.3; G = -5; H = 36; I = 118; J = -14; K = 1.7

#13 CC1(C(=O)N2CC3(CC(c4cccc(NC(=O)CC(c5ccccc5)c5ccccc5)c4)=NO3)C[C@@H]2C(N)=O)CC1 (stereo partly specified)
  A = 4; B = 8; C = -19; D = -0.8; E = 0.8; F = 0.0; G = -19; H = 1; I = 103; J = 4; K = 1.3

#14 CCC(COC(=O)Nc1cccc(C)c1)NC(=O)OCC(C)C (stereo unspecified)
  A = -4; B = 9; C = -22; D = 4.3; E = -1.9; F = 1.2; G = -1; H = 2; I = 104; J = -25; K = 2.4

#15 Cc1ccc(C(=O)Nc2cnc3sc(C)nn3c2=O)cc1
  A = -12; B = -3; C = 0; D = -3.8; E = 1.5; F = 1.8; G = 17; H = -45; I = 95; J = 19; K = 4.6

#16 CCOC(=O)C(C)Oc1ccc(C2NC(=O)NC(C)=C2C(=O)Nc2ccccc2C)cc1 (stereo unspecified)
  A = 0; B = 3; C = -20; D = -1.6; E = x; F = x; G = x; H = 13; I = 106; J = 9; K = 1.1

#17 CCOC(=O)COc1cc(-n2c(=S)[nH]c3cc(OC)c(OC)cc3c2=O)c(Cl)cc1Cl
  A = 1; B = 0; C = -2; D = -1.2; E = 3.9; F = -1.6; G = 3; H = -8; I = 87; J = 8; K = 4.7

#18 O=C(COc1ccc(S(=O)(=O)N2CCOCC2)cc1Cl)NC1CCCCC1
  A = -2; B = -2; C = 13; D = -3.2; E = -1.4; F = -1.9; G = 338*; H = 34; I = x; J = 16; K = 2.4

#19 CCN(CC)S(=O)(=O)c1cc(NC(=O)COc2ccc(C#N)cc2OC)ccc1C
  A = 2; B = 1; C = 6; D = 0.5; E = 1.3; F = -1.4; G = -2; H = 0; I = 104; J = -2; K = 0.7

#20 CCSc1nc(-c2ccc(OC)cc2)cc(-c2ccccc2)c1C#N
  A = 6; B = -7; C = 28; D = 2.6; E = 2.6; F = -0.7; G = -27; H = -3; I = 107; J = -14; K = 0.8

#21 CCCCn1c(=O)[nH]c(=O)c2c1nc(-c1ccc(C#N)cc1)n2C1CCCC1
  A = -3; B = 2; C = -13; D = 0.6; E = 2.1; F = -1.4; G = -12; H = 5; I = 101; J = -3; K = 2.8

#22 Cc1ccc(C(=O)N/C(=C\c2ccc(F)cc2)C(=O)NCc2ccncc2)cc1
  A = -7; B = -2; C = -2; D = -2.5; E = -1.2; F = -1.6; G = 56; H = -2; I = 98; J = 13; K = x

#23 O=C(c1cccc(S(=O)(=O)N2CCCC2)c1)N(Cc1ccco1)C1CCS(=O)(=O)C1 (stereo unspecified)
  A = 2; B = 1; C = -1; D = -3.1; E = 0.0; F = -2.6; G = -7; H = -6; I = 106; J = 15; K = 3.8

#24 CC(On1nnc2ccc(S(=O)(=O)N3CCOCC3)cc21)C(=O)Nc1ccccc1F (stereo unspecified)
  A = -2; B = -6; C = -2; D = -0.4; E = -0.3; F = -3.5; G = 3; H = -11; I = 102; J = 3; K = 2.6

#25 O=C(Cc1ccsc1)Nc1ccc(S(=O)(=O)C(F)F)cc1
  A = 4; B = -3; C = -7; D = -2.3; E = 6.6; F = 2.8; G = 4; H = 29; I = 99; J = 12; K = 4.3

Compound profiles, as listed above. Screens in order: PKA-R1A act	Tat export inh	PfHsp90 set2	MOR-DOR ag	AddAB inh	Ecoli viability	Mot1-301 SUMO	Arrestin-AP2 inh	DSG3 Ab inh	OPRM1-OPRD1 inv	phage Ecoli inh
Shown for CCCCn1c(=O)[nH]c(=O)c2c1nc(-c1ccc(C#N)cc1)n2C1CCCC1 : -3	2	-13	0.6	2.1	-1.4	-12	5	101	-3	2.8
Shown for C/C(=N\NC(=O)c1ccc(COc2ccccc2)cc1)c1ccncc1 : 3	-10	-10	2.5	4.5	-0.6	i	9	80	-13	2.4
Shown for CCC(COC(=O)Nc1cccc(C)c1)NC(=O)OCC(C)C (stereo unspecified) : -4	9	-22	4.3	-1.9	1.2	-1	2	104	-25	2.4
Shown for N/C(=N\OC(=O)Cc1ccccc1[N+](=O)[O-])c1ccccn1 : 0	6	6	-0.1	1.9	0.5	-4	33	98	0	4.4

Some values from the entries so far:
Under PKA-R1A act, cpd 20 reads 6
Under DSG3 Ab inh, cpd 22 reads 98
Under OPRM1-OPRD1 inv, cpd 3 reads 5
Under AddAB inh, cpd 14 reads -1.9
Under PKA-R1A act, cpd 5 reads 0

(next part)
Screens by letter: A = PKA-R1A act; B = Tat export inh; C = PfHsp90 set2; D = MOR-DOR ag; E = AddAB inh; F = Ecoli viability; G = Mot1-301 SUMO; H = Arrestin-AP2 inh; I = DSG3 Ab inh; J = OPRM1-OPRD1 inv; K = phage Ecoli inh
#26 CC(=O)c1ccc(NC(=S)NC(C)CCc2ccccc2)cc1 (stereo unspecified)
  A = -16; B = 16; C = 5; D = -1.8; E = 1.9; F = 1.7; G = 12; H = 28; I = 107; J = 9; K = 3.3

#27 Cn1cnc2c(SCc3ccccc3)ncnc21
  A = 0; B = -2; C = -17; D = -4.4; E = x; F = x; G = x; H = 1; I = x; J = 21; K = 2.7

#28 COc1ccc(NC(=O)C(c2ccc(C)cc2)N(C)C(=O)c2ccc(=O)[nH]c2)cc1 (stereo unspecified)
  A = -11; B = 2; C = 21; D = -3.2; E = 2.7; F = 1.5; G = -12; H = -7; I = 101; J = 16; K = -0.1

#29 O=C(CSc1ccc2c(c1)OCCO2)Nc1ccc(Br)cc1
  A = -12; B = -10; C = x; D = -0.8; E = 4.9; F = 2.6; G = 29; H = 15; I = 106; J = 4; K = 3.2

#30 Cc1ccc2nc(N(CCN(C)C)C(=O)c3ccc4ccccc4c3)sc2c1
  A = 2; B = 1; C = 2; D = 1.3; E = 0.8; F = 0.2; G = -34; H = 25; I = 102; J = -7; K = x

#31 COc1ccc(CCN2CC(C(=O)NCC3(O)CCCCC3)CCC2=O)cc1 (stereo unspecified)
  A = -1; B = -8; C = 1; D = -1.7; E = -1.8; F = 0.1; G = 10; H = 14; I = 100; J = 12; K = 1.7

#32 O=S(=O)(Nc1nc2ccccc2nc1NCC1CCCO1)c1cc(Cl)ccc1Cl (stereo unspecified)
  A = 4; B = 5; C = -15; D = -1.5; E = -1.3; F = -1.4; G = 3; H = 14; I = 97; J = 8; K = 0.3

#33 O=C(Nc1ccc(Cl)cn1)C1CCCN1S(=O)(=O)c1ccccc1 (stereo unspecified)
  A = 5; B = 11; C = -2; D = 0.5; E = 2.2; F = 0.9; G = 1; H = -8; I = 108; J = -2; K = 0.9

#34 CCS(=O)(=O)c1ncc(CO)n1CCc1ccccc1
  A = -10; B = 1; C = 11; D = -1.1; E = -2.2; F = -2.8; G = 112; H = 16; I = 109; J = 6; K = 1.6

#35 O=C(CCN1C(=O)c2cccc3cccc(c23)C1=O)N1CCN(c2ccccc2F)CC1
  A = 3; B = -3; C = -5; D = -3.1; E = -0.3; F = 0.4; G = -9; H = 10; I = 93; J = 16; K = 1.4

#36 O=C(Cc1cccs1)Nc1nc2ccccc2s1
  A = 2; B = 2; C = 4; D = -0.3; E = 4.3; F = 0.8; G = -18; H = 0; I = 101; J = 2; K = 4.2

#37 CC1CN(C(=O)CNC(=O)Cc2cccc3ccccc23)CC(C)O1 (stereo unspecified)
  A = -6; B = 6; C = 3; D = -3.0; E = 0.1; F = 1.1; G = 8; H = -12; I = x; J = 12; K = -1.1

#38 COC(=O)C1=C(C)OC(N)=C(C#N)C1c1c(C)nn(-c2ccccc2)c1Cl (stereo unspecified)
  A = 1; B = -9; C = 17; D = 0.1; E = 0.6; F = 0.0; G = -6; H = -2; I = 99; J = -1; K = 1.7
